# NCI-60 one-dose screen, 48 h, at 10 µM unless noted. Numbers give growth in % (100 = growth as untreated, 0 = no growth, -100 = all killed).
# SR – SR leukemia cells | hit rate 8.7% among 73,000 | AID 1794780
# MCF7 – MCF7 breast cancer; hit rate 6.3% among 82,000; AID 1794796
# MDA-MB-435 – MDA-MB-435 melanoma; AID 1794794; hit rate 7.8% among 82,000
# MDA-MB-468 – MDA-MB-468 breast cancer. hit rate 8.5% among 78,000. AID 2202374
# MDA-MB-231 – MDA-MB-231 breast cancer | hit rate 5% among 81,000 | AID 1794789
# MOLT-4 – MOLT-4 leukemia cells | hit rate 6.9% among 80,000 | AID 1794779
# K-562 – K-562 leukemia | hit rate 7.4% among 78,000
# RPMI-8226 – RPMI-8226 leukemia cells | hit rate 7.5% among 77,000 | AID 1794781
# Starred values were filed as active, the others as inactive; x = no result given; & = joins results of further samples. Rule for the calls: active = growth percent below 10; inactive = the rest.
# The first 6 entries, ahead of the listing:
SMILES,SR,MCF7,MDA-MB-435,MDA-MB-468,MDA-MB-231,MOLT-4,K-562,RPMI-8226
CN1CCN(c2ccc(C(=O)/C=C/c3ccc(F)c(C(F)(F)F)c3)cc2)CC1,41,16,74,63,89,83,32,37
CC12CCCC(=O)N1c1ccccc1-c1nc(=O)c(-c3ccc(F)cc3)nn12 (stereo not given),87,92,105,x,96,102,95,102
NC(=O)C1C(=O)c2ccccc2C1(C[N+](=O)[O-])c1ccccc1 (stereo not given),86,99,107,98,102,90,102,92
CC(=O)c1[nH]c(Sc2ccccc2)c2ccccc12,33,73,90,65,82,49,49,37
O=c1c(/C=C\c2ccco2)nnc2sc(Nc3ccccc3)nn12,98,34,112,x,109,113,92,188
Clc1ccc(-c2csc(Nc3cccc(Nc4csc(-c5ccc(Cl)cc5)n4)c3)n2)cc1,97,61,89,77,64,61,67,86

# The listing, previewed entries included:
SMILES,SR,MCF7,MDA-MB-435,MDA-MB-468,MDA-MB-231,MOLT-4,K-562,RPMI-8226
CN1CCN(c2ccc(C(=O)/C=C/c3ccc(F)c(C(F)(F)F)c3)cc2)CC1,41,16,74,63,89,83,32,37
CC12CCCC(=O)N1c1ccccc1-c1nc(=O)c(-c3ccc(F)cc3)nn12 (stereo not given),87,92,105,x,96,102,95,102
NC(=O)C1C(=O)c2ccccc2C1(C[N+](=O)[O-])c1ccccc1 (stereo not given),86,99,107,98,102,90,102,92
CC(=O)c1[nH]c(Sc2ccccc2)c2ccccc12,33,73,90,65,82,49,49,37
O=c1c(/C=C\c2ccco2)nnc2sc(Nc3ccccc3)nn12,98,34,112,x,109,113,92,188
Clc1ccc(-c2csc(Nc3cccc(Nc4csc(-c5ccc(Cl)cc5)n4)c3)n2)cc1,97,61,89,77,64,61,67,86
CNCCCC(C)Nc1ccnc2cc(Cl)ccc12 (stereo not given),93,106,110,86,94,93,94,88
Cc1ccc(/C=C/C2CC(F)CCO2)cc1 (stereo not given),93,101,90,89,93,92,89,80
Oc1ccc(NCc2ccccc2)cc1,99,86,99,114,62,82,97,88
O=C(COc1ccc(NC(=O)Nc2ccc(Cl)cc2)cc1)N=Nc1c(O)[nH]c2ccc([N+](=O)[O-])cc12,x,-36*,17,-55*,-45*,x,x,22
CC1SC(=S)N(c2ccc(Cl)cc2)C1=O (stereo not given),x,80&97,100&106,90&85,86&100,87&84,79&84,80&95
CN1CCN(c2ccc3nc(-c4[nH]ncc4Nc4ncnc5[nH]ccc45)[nH]c3c2)CC1,-6.8*,3.3*,0.1*,-56*,-13*,-14*,7.3*,101
CN1CCN(CC(=O)Nc2cccc(-n3cc(-c4ccncc4)c(-c4ccc(Cl)c(O)c4)n3)c2)CC1,5.8*,15,-48*,11,46,26,12,16
CN1C(=O)C2(SCC(C(=O)Nc3ccccc3)N2C(=O)C2CCCCC2)c2ccccc21 (stereo not given),80,90,91,93,98,83,x,93
O=[N+]([O-])c1ccc(OCCCOc2ccccc2)cc1,92,93,99,104,104,95,99,98
O=C1NC(=O)/C(=C\c2cccc(O)c2)N1,105,98,112,99,109,126,99,59
N#C/C(=C1\SC(=O)CN1c1ccccc1)c1nc2ccccc2s1,76,74,102,115,86,84,83,84
Nc1c(C(=O)Nc2cccc3ncccc23)sc2nc3c(cc12)CN(Cc1ccccc1)CC3,34,53,22,31,75,48,35,58
O=C(OCCc1ccccc1)c1ccccc1O,99,100,106,107,108,98,102,100
COC(=O)[C@]12CC[C@@H](C)[C@H](C)[C@H]1C1=CC[C@@H]3[C@@]4(C)C/C(=C\c5ccco5)C(=O)C(C)(C)[C@@H]4CC[C@@]3(C)[C@]1(C)CC2,x,97,99,104,102,113,108,105

# Limited to MDA-MB-468, RPMI-8226 and MDA-MB-231, for 5 of the compounds above:
SMILES,MDA-MB-468,RPMI-8226,MDA-MB-231
Cc1ccc(/C=C/C2CC(F)CCO2)cc1 (stereo not given),89,80,93
Oc1ccc(NCc2ccccc2)cc1,114,88,62
O=C(COc1ccc(NC(=O)Nc2ccc(Cl)cc2)cc1)N=Nc1c(O)[nH]c2ccc([N+](=O)[O-])cc12,-55*,22,-45*
CC1SC(=S)N(c2ccc(Cl)cc2)C1=O (stereo not given),90&85,80&95,86&100
CN1CCN(c2ccc3nc(-c4[nH]ncc4Nc4ncnc5[nH]ccc45)[nH]c3c2)CC1,-56*,101,-13*

# Remaining list, next part:
SMILES,SR,MCF7,MDA-MB-435,MDA-MB-468,MDA-MB-231,MOLT-4,K-562,RPMI-8226
COc1ccc(OC)c(-c2nc3ccc(C(=O)NN4C(=O)c5ccc(C(=O)O)cc5C4=O)cc3[nH]2)c1,93,87,107,118,90,95,101,92
COc1ccc(O)c(-c2cc(-c3ccccc3)c(C#N)c(=O)[nH]2)c1,89,88,102,93,90,102,69,81
O=C(CCCCCCC(=O)Nc1ccc(C(=O)/C=C/c2cn(-c3ccccc3)nc2-c2ccc(Br)cc2)cc1)NO,112,95,108,103,97,103,109,110
COc1ccc(N2c3ccccc3C(=O)OC23OC(=O)c2ccccc23)cc1 (stereo not given),98,91,94,94,112,90,107,88
COc1cc(Cn2c(-c3ccccc3)c(Cl)c3c2-c2oncc2CC3)cc(OC)c1,0.6*,102,-0.8*,114,68,5.5*,13,59
Cc1ccc(S(=O)(=O)C/C(=N\NC(=O)c2ccc(S(N)(=O)=O)cc2)c2cc3cc(Br)ccc3o2)cc1,96,101,95,103,106,102,95,102
C#Cc1nc(/C=C/C=C/C(=O)NO)cs1,22,52,78,74,82,47,47,39
CC1CC(C)c2ccccc21 (stereo not given),103,96,103,100,96,95,98,111
Cc1ccc(NC(=O)c2ccc(CN3CCN(C)CC3)c(C(F)(F)F)c2)cc1Oc1ccc(-c2[nH]nc3ncnc(N)c23)cc1,2.9*,54,71,117,68,43,2.5*,18
COc1cc(/C=C2/C(=O)Nc3ccc(Cl)cc32)ccc1OCc1ccccn1,89,36,103,85,95,96,95,99
NCCCOc1cc(Cl)ccc1NC(=O)c1cc2ccccc2cc1OCCCN,-39*,-94*,-68*,-85*,-65*,-52*,0.6*,-44*
CN(C)CC/C=C1\c2ccccc2CSc2ccccc21,92,96,107,85,78,94,101,96
COc1ccc(NC(=O)CSc2nnc(-c3ccc4nc(-c5ccccc5)[nH]c4c3)o2)cc1OC,81,94,93,98,91,75,80,82
Cc1cc(=O)[nH]c(/C(=N/Nc2ccccc2)C(=O)c2ccc(Cl)cc2)n1,x,90,108,x,102,40,53,97
OC(CCl)COc1ccc(Cl)cc1 (stereo not given),120,101,103,102,112,122,109,99
COc1cc(CNC(=O)Cc2ccccc2)ccc1O,97,99,99,97,96,99,100,100
c1ccc(COC(c2ccccc2)(c2ccccc2)c2ccccc2)cc1,88,93,107,78,94,95,97,84
CN(Cc1cnc2nc(N)nc(N)c2n1)c1ccc(C(=O)N[C@@H](CCC(=O)O)C(=O)O)cc1,27,17,27,x,60,11,23,42
C=C(c1ccc(N(C)C)cc1)c1ccc(N(C)C)cc1,12,14,-68*,-31*,x,5.8*,5.6*,7.1*
CCCCCCC(CCCC)COC(=O)c1ccc(Cl)cc1 (stereo not given),99,101,107,96,106,99,104,108
O=C(Nc1ccccc1F)Nc1cccc2ccc(O)cc12,70,55,100,45,89,99,92,59
Cc1cccc(C)c1Nc1nc(Nc2cnc3ccccc3c2)c2[nH]cnc2n1,67,59,90,83,70,82,76,51
O=[N+]([O-])c1ccc(OCCCOc2ccc(S(=O)(=O)Cl)cc2)c(Cl)c1,x,92,99,100,106,110,104,100
Nc1nc(N)c(N)c(Nc2ccc(CCO)cc2)n1,x,105,104,93,95,x,x,95
COc1ccc(C(C#N)N2CCCC2)cc1 (stereo not given),97,95,106,100,90,96,105,97
C[N+](C)(C)CC(=O)N/N=C1/c2ccccc2NC1O (stereo not given),95,99,119,121,91,100,93,102
N#Cc1c(-c2ccc(Cl)cc2)nc2n[nH]c(-c3ccc(Cl)cc3)c2c1-c1cccs1,26,45,60,51,x,3.9*,17,18
COc1cc2oc(-c3ccc(NC(=O)c4ccc([N+](=O)[O-])cc4)cc3)cc(=O)c2c(OC)c1OC,95,84,98,114,104,99,86,114
O=C(NCCNc1cc(-c2cn(-c3ccccc3)nc2-c2cccc(O)c2)ccn1)c1ccc(F)cc1,13,50,68,46,32,x,12,53
O=C(Cc1ccc2c(c1)OCCO2)Nc1nc2ccc(F)cc2s1,103,92,104,x,115,95,76,x
Cc1c(F)cccc1NC(=O)c1sc2nc3c(cc2c1N)CCCC3,47,82,56,68,108,79,32,90
CCOC(=O)CCC(NC(=O)c1ccc(N(C)CCC(C)=O)cc1)C(=O)OCC (stereo not given),90,103,104,85,117,105,104,99
COc1cc(/C=C/C(=O)c2ccc(F)cc2)ccc1OCCCCOc1ccc(/C=C/C(=O)c2c(C)nc3ccccc3c2C)cc1OC,79,80,94,x,91,67,62,79
COc1ccc(-c2nc3ccc(-c4nc5ccc(N6CCN(c7ccc(F)cc7)CC6)cc5[nH]4)cc3[nH]2)cc1OC,x,10.0*,90,67,107,28,18,4.4*
COc1cc(CNC(=O)CCCC/C=C/C(C)C)ccc1OCc1cn(-c2ccc(Cl)cc2)nn1,74,85,99,65,79,82,67,61
COc1cccc2c1C(=O)c1c(O)c3c(c(O)c1C2=O)C[C@](O)(C(=O)CO)C[C@H]3O[C@@H]1C[C@@H](NC(=O)CCCCCN(C)C2(c3ccc(F)cc3)CC3CCC2C3)[C@H](O)[C@@H](C)O1 (stereo not given in full),-46*,-46*,-18*,4.6*,-77*,-28*,x,-35*
CN1CCN(C(=O)/C=C/c2ccc([N+](=O)[O-])o2)CC1,54,69,73,77,88,60,87,82
Nc1nc2c(ncn2[C@@H]2O[C@H](CSSC[C@H]3O[C@@H](n4cnc5c(=O)[nH]c(N)nc54)[C@H](O)[C@@H]3O)[C@@H](O)[C@H]2O)c(=O)[nH]1,88,96,99,100,100,100,101,103
O=c1cc(Br)c(O)c(Br)cc1Br,x,96,106,127,115,106,134,104
CCN(CC)CCC(CNc1c(C)cnc2cc(Cl)ccc12)c1ccc(Cl)c(Cl)c1 (stereo not given),-19*,27,0.9*,18,25,25,1.5*,24
O=C1Nc2cc(-c3ccc(NC(=O)c4cccs4)cc3)ccc2/C1=C/c1ccc[nH]1,x,-13*,102,-20*,61,37,81,52
Cc1c(/C=C(\C#N)c2ccc([N+](=O)[O-])cc2)c(=O)n(-c2ccccc2)n1C,99&102,99&104,88&102,101&112,93&93,106&103,94&96,91&89
CC1(c2ccc[n+](Cc3ccccc3)c2)OCCO1,x,101,110,109,110,102,101,108
Cc1cccc(C(=O)C(O)(c2ccccc2)C2CCCCC2=O)c1 (stereo not given),77,97,110,89,111,75,82,65
CCOC(=O)c1c(-c2ccc(O)cc2)c(C#N)c2c(C#N)c(N)nn2c1N,22,32,1.6*,35,67,24,20,39
CC(C)(C)OC(=O)n1cc(-c2nc(-c3c[nH]c4ncccc34)cs2)c2cc(Cl)ccc21,x,89,116,127,83,80,117,84
CC1(C)C(=O)/C(=C\c2ccncc2)C[C@]2(C)[C@H]3CC[C@@H]4[C@@H](C(=O)/C=C\c5ccncc5)CC[C@@]4(C)[C@]3(C)CC[C@@H]12,x,72,100,88,111,82,83,85
C/C(=C\N1CCCCC1)C1CCC2C3CCC4=CC(=O)CCC4(C)C3CCC12C (stereo not given),58,105,90,88,99,82,75,56
O=[N+]([O-])c1cccc(-c2nnc(CSc3nnc(-c4ccccc4O)o3)o2)c1,103,94,100,113,106,104,103,x
Cc1cc(=O)cc(C)n1-c1ccccc1,x,94,110,100,106,102,105,98
Nc1ccc2c(c1)CCc1ccccc1-2,91,75,101,88,83,98,116,93
COc1ccc(C2=NN(c3ccc(S(N)(=O)=O)cc3)C(=O)CC2)cc1OC,103,104,102,110,96,105,108,101
Oc1cccc(O)c1,95&106,97&101,102&97,109&103,95,83&97,95&98,111&122
O=C1NC(=S)S/C1=C\c1cccs1,97,100,112,103,92,103,110,x
N[C@@H]1CONC1=O,128,93,109,95,107,122,109,106
CCn1cc(-c2nc(N)[nH]c(=O)c2C(C)=O)c(-c2ccc(Br)cc2)n1,98,94,100,97,93,93,102,108
CCC(C)CCC=C(C)C (stereo not given),111,103,102,102,106,101,105,106
COc1ccc2oc(=O)cc(-c3nnc(N)o3)c2c1,57,79,81,85,98,73,58,68
O=C(CCCCC(=O)OC1CS(=O)(=O)CC1Cl)OC1CS(=O)(=O)CC1Cl (stereo not given),105,100,114,107,118,100,100,102
COc1cc(-c2nc(SC(C)C)nc(Nc3ccc(Cl)cc3)c2C#N)cc(OC)c1OC,85,86,95,104,65,96,93,x

# (more compounds)
SMILES,SR,MCF7,MDA-MB-435,MDA-MB-468,MDA-MB-231,MOLT-4,K-562,RPMI-8226
COc1ccc(CCNc2ncnc3c2ncn3[C@H]2CC3C(CO)C2C[C@@H]3Cl)cc1 (stereo not given in full),87,94,114,101,100,103,83,82
CCCCCCN(CCCCCC)CC(=O)NCCCN1CCN(CCCNC(=O)CN(CCCCCC)CCCCCC)CC1,76,88,99,93,93,92,x,95
COc1ncc(-c2ccc3nccc(C#CCCCCC(=O)O)c3c2)cc1NS(=O)(=O)c1ccc(F)cc1F,64,6.9*,29,-29*,42,29,79,47
S=C(Nc1ccccc1)Nc1ccc2ccccc2c1,89,86,110,105,88,89,74,x
O=C(N/N=C/c1cccc(C(F)(F)F)c1)c1cc(-c2nc3ccccc3[nH]2)nc2ccccc12,81,91,95,91,101,93,88,92
Nc1ncnc2c1ncn2CCOc1nc(Oc2ccccc2C(=O)O)cc(-c2ccco2)n1,x,97,106,114,120,102,96,90
Nc1nc(-c2cccc([N+](=O)[O-])c2)c(N=Nc2ccccc2Cl)s1,59,67,89,55,54,69,52,68

# Compounds were not picked by outcome; 15% or so of the library scored in one or more.
